High-throughput results as filed in PubChem BioAssay.
HCT116 bCat-KO: beta-catenin-lacking colon tumor cell growth suppression; HCT116 beta-catenin knockout viability, CellTiter-Glo, 60 h; hits give low values; viability, % at 10 µM; AID 818; actives 1.5% (n = 140,000);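 active = viability at or under a set limit, the compound median less 4 SD, cut at about 6% in these data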;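 note: 0% = Hyamine 1622 control at 20 µM and 100% = untreated cell control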
NPY-Y2 antag: NPY-Y2 (human) receptor antagonism; P49146; NPY-Y2 expressing cells, antagonist mode; inhibition, % at 2.7 µM; actives 0.99% (n = 140,000); AID 793; in the data active = inhibition above about 17%;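 note: 0% = vehicle with agonist challenge and 100% = reference antagonist with challenge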
Target sequence (P49146 whole entry, looked up): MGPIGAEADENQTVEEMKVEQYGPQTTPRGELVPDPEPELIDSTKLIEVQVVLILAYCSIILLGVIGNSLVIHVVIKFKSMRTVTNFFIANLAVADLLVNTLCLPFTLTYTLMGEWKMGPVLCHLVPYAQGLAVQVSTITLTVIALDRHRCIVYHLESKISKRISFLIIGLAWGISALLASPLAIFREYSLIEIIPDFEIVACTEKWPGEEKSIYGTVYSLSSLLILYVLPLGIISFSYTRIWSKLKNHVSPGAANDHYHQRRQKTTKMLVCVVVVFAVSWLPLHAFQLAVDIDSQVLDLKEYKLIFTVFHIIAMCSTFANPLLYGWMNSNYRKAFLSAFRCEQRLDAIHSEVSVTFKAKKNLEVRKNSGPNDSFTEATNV
Yeast lifespan up: extends the lifespan of yeast. S. cerevisiae growth with nicotinamide, OD615; deaD strain in restrictive glucose medium. actives 0.68% (n = 130,000). inhibition of the nicotinamide effect, % at 10 µM. AID 775;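 active = inhibition above a set limit, placed 3 SD over the median of all compounds, cut at about 26% in these data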;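 note: 0% = nicotinamide-treated wells and 100% = cells grown without nicotinamide; some compounds called inactive have numbers as strong as hits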
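assay system = DeaD-strain S. cerevisiae | measured by = absorbance at 615 nm | probe or stimulus = nicotinamide 1.5 mM | buffer or medium = CSMM-D glucose medium, restrictive | times = 48 h at 30 °C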
MRP-1 activ: activates MRP-1 | H69AR cells + doxorubicin, viability rescue, CellTiter-Glo | actives 0.61% (n = 140,000) | AID 799 | viability increase, % at 10 µM;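 active = viability gain under doxorubicin at or above a set limit, the compound median plus 3 SD, cut at about 4.7% in these data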;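 note: MRP-1 overexpressing cells given doxorubicin 25 µM after compound pretreatment; 18-22 h compound pretreatment then 72 h with doxorubicin before readout; 0% = doxorubicin-only wells and 100% = vehicle-treated cells without doxorubicin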
GALR2 blocker: blocks the human galanin receptor 2; O43603; GALR2-expressing cells, antagonist mode; inhibition, % at 4 µM; AID 828; actives 0.39% (n = 140,000); in the data active = inhibition above about 27%;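 note: cells stimulated with galanin 1-16 at roughly its EC80; 0% = agonist challenge control and 100% = basal control without agonist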
Target sequence (O43603 whole entry, looked up): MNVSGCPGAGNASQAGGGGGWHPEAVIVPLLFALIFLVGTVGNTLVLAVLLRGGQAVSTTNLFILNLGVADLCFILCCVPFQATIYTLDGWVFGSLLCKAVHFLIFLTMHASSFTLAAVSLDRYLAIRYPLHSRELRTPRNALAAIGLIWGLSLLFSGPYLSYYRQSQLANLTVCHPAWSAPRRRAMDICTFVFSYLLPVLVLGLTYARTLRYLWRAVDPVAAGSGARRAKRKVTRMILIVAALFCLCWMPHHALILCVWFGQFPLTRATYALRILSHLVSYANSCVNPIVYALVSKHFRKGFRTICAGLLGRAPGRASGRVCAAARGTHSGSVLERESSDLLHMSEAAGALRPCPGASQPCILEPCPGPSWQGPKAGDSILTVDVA
BB579 growth dn: yeast BB579 growth reduction in restrictive medium; S. cerevisiae BB579 growth, OD615, 48 h; inhibition, % at 10 µM; actives 0.51% (n = 140,000); AID 804;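 active = inhibition above a set limit, 3 SD over the mean compound inhibition, cut at about 44% in these data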; note: inactives centre near -24
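test system = yeast BB579 (DeaD) | buffer or medium = restrictive CSMM-D medium | doses = single compound dose of 10 µM, 0.25% DMSO final | times = 4 h preincubation and 48 h exposure at 30 °C | technique = culture absorbance at 615 nm | benchmarks = amphotericin B 10 µg/mL, positive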
Phagocyt inh: inhibitors of macrophage phagocytosis | inhibition, % at 5 µM | J774A.1 macrophage IgG-bead phagocytosis, imaging | actives 0.07% (n = 110,000) | AID 1029;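 active = inhibition above the mean of the plate negative controls plus 5 SD, cut at about 13% in these data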;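 note: phagocytic index as fraction of beads internalized from green versus red external bead signal; plate controls were DMSO negative control for no effect and cytochalasin-D positive control for full effect; some results beyond the cut were filed as inactive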
E-sel TNF inh: TNF alpha driven E-selectin expression inhibition; HUVEC TNFa-induced E-selectin immunofluorescence, high content; inhibition, % at 2 µM; actives 0.71% (n = 120,000); AID 1246;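 active = inhibition above the batch mean plus 3 SD, and confirmed as a hit on visual image review, cut at about 43% in these data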;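 note: 0% = TNF-stimulated DMSO wells and 100% = unstimulated control wells; not every result past the cut was called active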
Measles CPE: protection of cells from measles virus | Measles virus-infected cells, CPE protection, absorbance | protection (pct of control), % at 4 µM | actives 1.5% (n = 140,000) | AID 841; in the data active = protection mostly above about 24%, no sharp cut-off; inactive = mostly below about 26%; note: some compounds called inactive have numbers as strong as hits
HCT116 PTEN-null: PTEN-deleted cell growth suppression; HCT116 PTEN-null viability, CellTiter-Glo, 60 h; hits give low values; viability, % at 10 µM; actives 1.2% (n = 140,000);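 active = viability at or below a set limit, 4 SD under the median of all tested compounds, cut at about 3.7% in these data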;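 note: PTEN knockout HCT116 line with beta catenin targeted HCT116 as companion control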
* marks the source's active call; other numbers are inactive results; x = no result given.

Order of values – HCT116 bCat-KO, NPY-Y2 antag, Yeast lifespan up, MRP-1 activ, GALR2 blocker, BB579 growth dn, Phagocyt inh, E-sel TNF inh, Measles CPE, HCT116 PTEN-null
- O=c1c2c(n3cnnc3n1C1CCCCC1)-c1ccccc1CC21CCCCC1
    32, 2, x, -7.2, 13, -52, x, 15, 13, 41
- CN(C)c1ccc(/C=c2/sc3n(c2=O)NC2(c4ccccc4)N(C)C(=O)N(C)C2(c2ccccc2)N=3)cc1 (stereo not given)
    83, -1, -1, -0.3, 8, -10, 0, -8, 19, 100
- O=C(COC(=O)c1cccs1)NCC1CCCO1 (stereo not given)
    104, 0, -1, 0.1, -18, 10, 0, 11, 12, 115
- CCCC1c2ccc(C)n2CCN1C(=O)Nc1ccccc1Cl (stereo not given)
    88, 5, -10, -4.5, 13, -43, x, -25, 30, 89
- O=C(CCn1c(=O)oc2ccccc21)Nc1cccc(Cl)c1
    91, 2, -11, -1.4, 19, -16, -1, -5, 15, 94
- O=C(COC(=O)Cc1c(Cl)cccc1Cl)Nc1ccccc1-c1ccccc1
    80, 7, 2, -1.0, -5, -61, 1, 1, 11, 80
- CN1CCN(CCCNC(=O)c2ccc(CS(=O)(=O)c3ccc(Br)cc3)o2)CC1
    105, 1, -4, -0.6, -7, -15, x, x, 4, 103
- CCCc1cc(=O)[nH]c(SCC)n1
    89, 0, 17, -0.2, 7, -31, x, -14, 9, 105
- O=C(NC(NC(=S)N1CCOCC1)C(Cl)(Cl)Cl)c1cccc2ccccc12 (stereo not given)
    86, 3, -6, -3.3, 2, -3, -10, x, 43, 88
- CCOC(=O)CNc1nc(OCC#N)nc(N2CCOCC2)n1
    98, 0, -1, 0.0, -5, -31, 0, 14, 9, 102
- COCCN(CCOC)C(=O)C12CCC(C)(C(=O)C1)C2(C)C (stereo not given)
    101, 2, -8, -2.4, -5, 7, -1, x, 8, 104
- CC(=O)OCC(=O)N1CCN(c2ccc([N+](=O)[O-])cc2)CC1
    86, 3, 1, -1.4, 1, 8, -11, x, 4, 87
- COc1ccc(-c2n[nH]c(C(F)(F)F)c2-c2cc3ccccc3o2)c(O)c1
    13, -3, -29, -3.7, -3, 100*, 4, 43*, 9, 13
- Clc1ccc(-n2ncc3c(N4CCCC4)ncnc32)cc1
    99, 2, -1, 1.0, 3, -21, 0, x, 23, 93
- Cc1ccccc1CSc1nc2c(c(=O)[nH]1)CCC2
    104, 4, -6, -1.5, -8, -32, -3, x, 2, 90
- COc1ccc(N2CCN(Cc3cc(=O)oc4ccc(Cl)cc34)CC2)cc1
    84, 3, -13, -2.1, 7, -25, -1, x, 5, 85
- CCC(=O)NCCc1cc2cc(C)c(C)cc2[nH]c1=O
    80, -2, -20, -3.7, 2, -28, x, x, 13, 81
- Cc1n[nH]c(=O)nc1NCc1ccccc1Cl
    89, 1, -4, -1.0, -2, -53, x, -31, 14, 104
- CCCc1cc(-c2[nH]ncc2-c2ccc3c(c2)OCCCO3)c(O)cc1O
    69, 1, -14, -3.8, -11, -51, -2, -13, 10, 61
- O=C(N/N=C/c1c(O)n(-c2ccccc2Cl)c(=O)c2ccccc12)C1COc2ccccc2O1 (stereo not given)
    49, 6, 8, -0.1, 22, -28, -12, x, 7, 59

9 neighbouring entries already listed, quoted:
Order of values – HCT116 bCat-KO, NPY-Y2 antag, Yeast lifespan up, MRP-1 activ, GALR2 blocker, BB579 growth dn, Phagocyt inh, E-sel TNF inh, Measles CPE, HCT116 PTEN-null
- O=C(COC(=O)Cc1c(Cl)cccc1Cl)Nc1ccccc1-c1ccccc1
    80, 7, 2, -1.0, -5, -61, 1, 1, 11, 80
- CN1CCN(CCCNC(=O)c2ccc(CS(=O)(=O)c3ccc(Br)cc3)o2)CC1
    105, 1, -4, -0.6, -7, -15, x, x, 4, 103
- CCCc1cc(=O)[nH]c(SCC)n1
    89, 0, 17, -0.2, 7, -31, x, -14, 9, 105
- O=C(NC(NC(=S)N1CCOCC1)C(Cl)(Cl)Cl)c1cccc2ccccc12 (stereo not given)
    86, 3, -6, -3.3, 2, -3, -10, x, 43, 88
- CCOC(=O)CNc1nc(OCC#N)nc(N2CCOCC2)n1
    98, 0, -1, 0.0, -5, -31, 0, 14, 9, 102
- COCCN(CCOC)C(=O)C12CCC(C)(C(=O)C1)C2(C)C (stereo not given)
    101, 2, -8, -2.4, -5, 7, -1, x, 8, 104
- CC(=O)OCC(=O)N1CCN(c2ccc([N+](=O)[O-])cc2)CC1
    86, 3, 1, -1.4, 1, 8, -11, x, 4, 87
- COc1ccc(-c2n[nH]c(C(F)(F)F)c2-c2cc3ccccc3o2)c(O)c1
    13, -3, -29, -3.7, -3, 100*, 4, 43*, 9, 13
- Clc1ccc(-n2ncc3c(N4CCCC4)ncnc32)cc1
    99, 2, -1, 1.0, 3, -21, 0, x, 23, 93

Next section.
Order of values – HCT116 bCat-KO, NPY-Y2 antag, Yeast lifespan up, MRP-1 activ, GALR2 blocker, BB579 growth dn, Phagocyt inh, E-sel TNF inh, Measles CPE, HCT116 PTEN-null
- CC(C)OCCCNC(=O)c1ccccc1Oc1ccccc1
    92, 2, -7, -1.1, 2, -36, 1, -7, 21, 90
- O=C1N/C(=N\N=C\c2cccs2)SC1Cc1ccc(Cl)cc1 (stereo not given)
    87, 4, -3, -1.3, -3, -6, 2, 4, 3, 84
- Cc1ccc(-n2ccc(=O)c(-c3ccnc(SCc4cccc(Cl)c4)n3)n2)cc1
    84, 8, -3, -4.4, -4, -17, x, -1, 3, 83
- Nc1c(NC(=O)CC[n+]2ccccc2)cccc1[N+](=O)[O-]
    86, 2, 1, -2.1, -6, -46, 0, x, 17, 83
- Cc1ccc(C(=O)N2CCN3C(=O)c4ccccc4C23c2ccc(Cl)cc2)cc1 (stereo not given)
    13, 16, 4, -5.2, 8, -40, 1, 13, 6, 8
- COc1ccc(NC(=O)C2CCCCN2S(=O)(=O)c2ccc(F)cc2)cc1 (stereo not given)
    82, 6, -6, -3.4, 13, 8, 0, x, 2, 84
- Cc1cc(=O)oc2cc(NC(=O)C3COc4ccccc4O3)ccc12 (stereo not given)
    92, 0, -7, -4.5, 16, -18, 0, x, 19, 76
- CCN(CC)S(=O)(=O)c1cccc(C(=O)Nc2ccc(Cl)cn2)c1
    66, 2, -21, -3.7, -7, -53, -1, 4, 13, 60
- Cc1ccc2[nH]c(=O)c(CN(Cc3cccs3)Cc3nnnn3CC3CCCO3)cc2c1 (stereo not given)
    83, -1, 3, -4.2, 3, -57, -2, 6, 6, 68
- COc1ccc(/C=C/C(=O)N(CC(C)C)CC(C)C)cc1Br
    67, 6, -3, -1.6, -5, -21, 0, -3, 6, 61
- Cc1cc(-c2ccccc2C(=O)NCc2ccccc2)on1
    84, 8, -4, -0.6, 3, -69, 0, -2, 8, 98
- Cn1c(SCC(=O)N2c3ccccc3Sc3ccccc32)nc2ccccc21
    82, 4, 6, -2.5, 2, -36, -6, x, 28, 74
- Cc1cccc(-c2noc(CCc3ccccc3)n2)c1
    95, 9, -5, -0.7, 14, 19, 0, -17, 4, 104
- COc1ccc(N2CC(C(=O)Nc3nnc(SCc4ccccn4)s3)CC2=O)cc1 (stereo not given)
    94, 4, -2, -1.8, -2, -16, -14, x, 17, 97
- CCOC(=O)/C(=C/c1ccc(OC)cc1)NC(=O)c1ccco1
    84, 4, -4, -1.2, 1, -9, x, 23, 35, 106
- COc1ccccc1N1CCN(C(=O)C(OC(C)=O)c2ccccc2)CC1 (stereo not given)
    91, 1, 0, -3.6, -4, -21, -2, 1, 17, 88
- CCN(CC)C(=O)Oc1ccc2c(=O)c(-c3ccc(OC)cc3)coc2c1
    79, 2, -17, -0.3, -7, -17, 0, x, 14, 88
- CCOC(=O)CSc1ccc(-c2nc3ccccc3[nH]2)cn1
    79, 1, -9, -0.7, 9, -5, -1, -11, 10, 86
- CCNC(=O)CC1SC(=Nc2ccccc2C)N(C)C1=O (stereo not given)
    90, 0, -6, 0.0, -17, -12, x, -5, 10, 85
- CCOC(=O)c1c(N)sc(C(=O)N(C)C)c1CN1CCOCC1
    100, 2, -6, 1.0, -3, -28, 3, -22, 12, 103
- Cc1cc(C)n(CC(=O)n2c(C)c(C)c3ccccc32)n1
    88, -2, x, -3.4, 1, -6, x, 0, 7, 92
- CCN(C(=O)c1coc(=O)c2ccccc12)c1cc(OC)ccc1OC
    88, 6, -6, 0.0, 6, -43, 0, x, 3, 90
- COc1cc(/C=N/NC(=S)NCc2ccco2)cc(OC)c1OC
    93, 5, 2, 0.5, 5, 10, x, x, x, 89
- Fc1ccc(CSc2ncnc3scc(-c4ccccc4)c23)cc1
    82, 8, 4, -0.6, -1, -32, -7, -20, 26, 71
- CCOC(=O)C(NC(=O)c1ccc(OC)cc1)(N1CCCC1=O)C(F)(F)F (stereo not given)
    101, 2, 3, -2.2, 3, -12, 1, 1, 3, 94
- CC(=Nc1ccccc1)Nc1ccccc1
    107, 0, -12, -0.1, 3, -4, -2, 15, 7, 97
- Cc1cc(NC(=O)CSc2nc3sc4c(c3c(=O)n2C)CCCC4)no1
    94, 0, -3, -0.9, -10, -55, 0, 15, 33*, 109
- O=C(NCCN1C(=O)CSC1=O)c1ccccc1
    82, 2, -18, -2.0, -1, -27, -1, 69*, 19, 88
- CC(C)OCCCNC(=O)C(=O)NCCCOC(C)C
    97, -1, -4, -2.0, 4, -10, x, 12, 6, 98
- COC(=O)[C@H](Cc1ccccc1)NC(=O)N1CC(C)OC(C)C1 (stereo not given in full)
    95, -1, 3, 0.1, -5, -5, 0, 21, 13, 100
- Cc1cc2ccccc2c(=O)n1CC(=O)Nc1ccc2c(c1)OCO2
    91, 3, -5, -3.5, 17, -30, x, -30, 10, 99
